ADAM17 inh = ADAM17 inhibitors, primary screen, biochemical, QFRET; recombinant ADAM17, EDANS/DABCYL FRET peptide cleavage; inhibition, % at 6.95 µM; 370,000 tested, 0.83% active; AID 720648, 2013;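 active = inhibition above the mean of compounds lying between control limits plus 3 SD, set per campaign, cut at about 8.5% in these data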;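 note: 0% = DMSO-only wells as the low control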
Target sequence (P78536 215-824 limits assumed): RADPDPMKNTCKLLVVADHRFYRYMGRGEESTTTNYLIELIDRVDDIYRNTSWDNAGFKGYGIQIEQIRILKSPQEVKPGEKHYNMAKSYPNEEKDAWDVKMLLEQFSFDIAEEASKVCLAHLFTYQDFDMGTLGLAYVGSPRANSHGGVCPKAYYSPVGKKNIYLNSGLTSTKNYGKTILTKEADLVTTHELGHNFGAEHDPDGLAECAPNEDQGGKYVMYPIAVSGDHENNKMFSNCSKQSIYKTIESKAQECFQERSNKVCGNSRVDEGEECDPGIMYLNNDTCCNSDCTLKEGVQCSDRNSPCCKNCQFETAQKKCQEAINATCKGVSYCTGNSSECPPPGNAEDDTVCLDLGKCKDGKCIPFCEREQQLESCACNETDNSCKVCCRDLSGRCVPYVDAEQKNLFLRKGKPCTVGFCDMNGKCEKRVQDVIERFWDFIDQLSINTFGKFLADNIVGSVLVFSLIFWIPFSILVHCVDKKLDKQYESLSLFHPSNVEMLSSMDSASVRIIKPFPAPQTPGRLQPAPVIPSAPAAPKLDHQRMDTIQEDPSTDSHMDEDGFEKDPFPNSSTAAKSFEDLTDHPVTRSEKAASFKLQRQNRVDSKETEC
hgDAF12 agonist = H. glycines DAF-12 receptor agonists, primary screen, cell-based, luminescence, HEK293, GAL4 fusion, UAS-luciferase; HEK293 GAL4-hgDAF12 UAS-luciferase reporter, agonist luminescence; normalized to butyrate control; activation, % at 6.8 µM; 370,000 tested, 1.8% active; AID 687014, 2013;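 active = activation above a cutoff set at the mean of all screened compounds plus 3 SD, cut at about 10% in these data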;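 note: 0% = DMSO wells and 100% = sodium butyrate wells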
ssDAF12 agonist = S. stercoralis DAF-12 nuclear receptor activators, primary screen, cell-based, luminescence, HEK293, GRIP1 co-expression, lit1-tk-luc; HEK293 ssDAF-12/GRIP1 lit1-tk-luc reporter; % of 3 µM dafachronic acid response; AID 652126, 2013; Nuclear hormone receptor DAF-12 (Strongyloides stercoralis); 370,000 tested, 1% active; activation, % at 6.8 µM;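 active = activation above the mean over all tested compounds plus 3 SD, cut at about 0.9% in these data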;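 note: 0% = DMSO-only wells and 100% = 3 µM delta7-dafachronic acid wells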
PLCb3 inh = human PLC-beta3 inhibitors, primary screen, biochemical, fluorescence; inhibition, % at 12.2 µM; 370,000 tested, 0.18% active; 1-phosphatidylinositol 4,5-bisphosphate phosphodiesterase beta-3 (Homo sapiens), Q01970; Purified PLC-beta3, fluorogenic substrate; in the data active = inhibition above about 11%;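 note: 0% = median of compound wells on plate and 100% = full blocker control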
DAX1 inh-1 = DAX1 (NR0B1) inhibitors on StAR promoter, primary screen, cell-based, luminescence, SF-1 (NR5A1), full-length DAX-1; HEK293T StAR-luciferase reporter, SF-1/DAX-1 repression relief; 370,000 tested, 1.1% active; AID 652010, 2013; inhibition, % at 6.8 µM;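 active = inhibition above the mean over all tested compounds plus 3 SD, cut at about 3.6% in these data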;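 note: 0% = DAX-1 cells with DMSO and 100% = cells lacking DAX-1 with DMSO; higher inhibition means more luminescence from relief of DAX-1 repression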
MBD2 DNA inh = inhibitors of MBD2 binding to methylated DNA, primary screen, biochemical, TR-FRET, DNA-binding domain, human | Methyl-CpG-binding domain protein 2 (Homo sapiens), Q9UBB5 | MBD2 binding to methylated oligonucleotide | 370,000 tested, 0.31% active | inhibition, % at 4.4 µM; in the data active = inhibition above about 13%
PLC-gamma1 inh = PLC-gamma1 enzyme inhibitors, primary screen, biochemical, fluorescence, purified enzyme; 1-phosphatidylinositol 4,5-bisphosphate phosphodiesterase gamma-1 (Homo sapiens), P19174; fluorogenic substrate; inhibition, % at 12.2 µM; 370,000 tested, 0.84% active; in the data active = inhibition above about 9.5%
hcDAF12 agonist = H. contortus DAF-12 nuclear receptor activators, primary screen, cell-based, luminescence, HEK293, lit1-tk-luc reporter. HEK293 hcDAF-12 lit1-tk-luc reporter; 0% DMSO, 100% Δ7-dafachronic acid. activation, % at 6.8 µM. 370,000 tested, 1.4% active;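 active = activation above the mean of all tested compounds plus 3 SD, cut at about 5.5% in these data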;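 note: 100% = response to 3 µM Δ7-dafachronic acid high control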
DAX1 inh-2 = DAX1 (NR0B1) inhibitors, primary screen, cell-based, HEK293, Gal4-DAX1, luciferase luminescence | Nuclear receptor subfamily 0 group B member 1 (Homo sapiens), P51843 | HEK293 Gal4-DAX1 luciferase reporter | inhibition, % at 6.75 µM | 340,000 tested, 0.99% active | AID 504766, 2011;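 active = inhibition above the mean over all tested compounds plus 3 SD, cut at about 4.2% in these data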;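 note: 0% = DAX1-transfected cells with DMSO and 100% = empty-vector control cells with DMSO; inhibition shows as a rise in luminescence from relieved DAX1 repression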
Target sequence (P51843 207-470 limits assumed): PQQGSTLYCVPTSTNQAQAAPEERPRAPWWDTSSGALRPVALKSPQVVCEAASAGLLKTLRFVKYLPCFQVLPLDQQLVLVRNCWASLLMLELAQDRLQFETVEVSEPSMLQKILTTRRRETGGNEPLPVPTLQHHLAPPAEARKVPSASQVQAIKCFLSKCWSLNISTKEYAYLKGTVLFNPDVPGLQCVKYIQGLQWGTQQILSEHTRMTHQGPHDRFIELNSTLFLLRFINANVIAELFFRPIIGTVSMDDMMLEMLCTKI
SMARCA2 act = SMARCA2 (BRM) function activators, primary screen, cell-based, luminescence, high throughput; MG213 cells, MMTV-luciferase reporter, dexamethasone, overnight; activation, % at 9.1 µM; 370,000 tested, 1% active; AID 652017, 2013; in the data active = activation above about 7.8%;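 note: 0% = vehicle wells and 100% = reference activator wells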
NR1D1 modulator = modulators of Rev-erb alpha DNA binding, primary screen, biochemical, FITC-DNA, fluorescence polarization, uHTS; AID 1259318, 2017; Rev-erbα–FITC-DNA binding, 90 min; activity, % at 10 µM; 370,000 tested, 0.79% active; Nuclear receptor subfamily 1 group D member 1 (Homo sapiens), P20393;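 active = activity above about 14%, limit read from the data; passing the limit was not always enough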;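 note: 0% = DMSO wells with 35 nM protein and 100% = DMSO wells with 750 nM protein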
* marks the source's active call; other numbers are inactive results; i = inactive; x = not tested or not shown; & = joins results of further samples. Outcome played no part in choosing rows (roughly 7.4% active in at least one column).

| entry | Compound | ADAM17 inh | hgDAF12 agonist | ssDAF12 agonist | PLCb3 inh | DAX1 inh-1 | MBD2 DNA inh | PLC-gamma1 inh | hcDAF12 agonist | DAX1 inh-2 | SMARCA2 act | NR1D1 modulator |
| --- | --- | --- | --- | --- | --- | --- | --- | --- | --- | --- | --- | --- |
| 1 | CC(=O)Nc1cc(-c2ccc(F)cc2)[nH]n1 | -1 | 2.5 | -0.7 | -3 | 1.3 | 1 | 2 | 2.8 | 0.2 | 11* | 8 |
| 2 | Cc1cc(C)c2sc(N(CCCN(C)C)C(=O)CN3C(=O)c4ccccc4C3=O)nc2c1 | -4 | -1.5 | -0.2 | -9 | 0.1 | 4 | 2 | 0.0 | 1.5 | -2 | 4 |
| 3 | O=S(=O)(NCc1cn(Cc2ccccc2)nn1)c1ccccc1Br | 1 | -1.7 | -1.4 | 2 | 0.2 | -2 | 4 | -0.8 | x | -4 | 6 |
| 4 | COc1ccccc1NC(=O)C(=O)N1CCCC1 | 0 | 3.4 | -0.1 | -4 | 1.8 | -3 | 1 | 1.6 | 0.1 | 2 | 4 |
| 5 | CCn1c(SCC(=O)N2CCCc3ccccc32)nc2c(c1=O)SC(C)C2 (stereo unspecified) | -1 | -3.6 | -1.1 | 0 | -0.8 | 10 | 0 | -1.1 | 0.1 | -1 | 6 |
| 6 | FC(F)(F)COc1nc(N2CCCCC2)nc(N2CCNCC2)n1 | -3 | -2.0 | -1.0 | 3 | -1.1 | 5 | -1 | -1.4 | 0.4 | 0 | 7 |
| 7 | C/C(=N/NS(=O)(=O)c1ccc(Br)cc1)c1ccc(NC(=O)c2ccc(C)o2)cc1 | -3 | 7.5 | -0.6 | 1 | 1.7 | -4 | -1 | 2.8 | 0.6 | 6 | -4 |
| 8 | CCCCCCCC(=O)OCC(O)CO (stereo unspecified) | -2 | -1.4 | -0.4 | 0 | 0.5 | 1 | 0 | 0.5 | 0.5 | -2 | 1&5 |
| 9 | CC(=O)Nc1nc2n(n1)C(c1ccc(F)cc1)C=C(c1ccccc1)N2 (stereo unspecified) | -86 | -0.6 | -0.6 | i | -0.3 | -2 | i | -1.5 | 0.2 | 0 | -3 |
| 10 | Cc1cc(C)n(-c2ccc(-n3ccnc3)nn2)n1 | -2 | 1.7 | -1.6 | 3 | 1.3 | 2 | 0 | 0.4 | -0.6 | 1 | 2 |
| 11 | Clc1ccc(Nc2nc3cccnc3s2)cc1 | -1 | 11* | -0.5 | -3 | 1.4 | -2 | 1 | 3.8 | 1.8 | 1 | -3 |
| 12 | Cc1cccc(NC(=O)Nc2c(C)[nH]c(=O)[nH]c2=O)c1C | 1 | 0.9 | -1.0 | -2 | 0.2 | 0 | 1 | -2.4 | 2.0 | 0 | 0 |
| 13 | CCc1ccc(OCC(=O)OC2CCS(=O)(=O)C2)cc1 (stereo unspecified) | 0 | -0.8 | -1.3 | -3 | 1.2 | 5 | 2 | -1.2 | 0.8 | -3 | 2 |
| 14 | O=C(CCSc1nc(-c2ccc3c(c2)OCO3)cc(C(F)(F)F)n1)NCc1ccccc1 | -19 | 0.1 | -1.5 | -127 | -0.9 | -4 | -96 | -0.6 | 0.4 | -2 | 20 |
| 15 | CCCCN(C(=O)CSCc1ccc(C)cc1)c1c(N)n(Cc2ccccc2)c(=O)[nH]c1=O | -14 | -0.7 | -1.2 | -13 | 0.0 | 4 | -5 | -0.7 | 0.2 | 1 | -4 |
| 16 | CN(C)CCO/N=C(\c1ccc(Br)cc1)c1cccnc1 | -3 | -2.2 | -1.6 | -3 | -0.2 | 0 | 2 | 2.1 | 1.1 | 3 | 3 |
| 17 | CC(C)SCc1cc(N2CCCC2)nc(-c2ccccc2)n1 | -1 | 0.4 | -1.7 | 3 | 0.0 | 0 | 2 | 0.0 | 1.3 | 0 | -2 |
| 18 | Cc1ccc(C(=O)NC(=S)N2CCN(c3ccc([N+](=O)[O-])cc3)CC2)cc1 | -5 | -0.8 | -1.3 | 0 | 0.0 | -2 | 5 | -1.2 | 1.1 | -3 | 1 |
| 19 | Cn1c(N2CCCC2)nc2c1c(=O)n(Cc1ccc(F)cc1)c(=O)n2C | -3 | -1.0 | -0.8 | 2 | 0.7 | 3 | -2 | -1.8 | -0.1 | 0 | 1 |
| 20 | CC1(C)Cc2nc(N)c(C(=O)NCCO)cc2CO1 | -242 | -0.8 | -1.1 | -110 | -0.3 | -1 | -90 | 0.9 | 0.1 | -2 | -1 |
| 21 | Cn1c(SCC(=O)Nc2ccc3c(c2)OCO3)nnc1C(F)(F)F | -3 | -0.1 | -0.8 | -6 | -1.8 | 4 | 3 | -0.1 | 0.0 | -2 | 1 |
| 22 | COc1ccc(Cn2c(C)ccc2C)cc1 | -6 | -1.8 | -1.3 | -12 | -0.3 | 2 | -11 | 2.0 | 0.6 | 1 | x |
| 23 | Cc1ccc(OCC(=O)Nc2ccc(F)cc2)cc1C | 1 | 5.4 | -0.9 | 3 | 1.8 | 4 | 3 | -1.9 | 0.1 | 3 | 4 |
| 24 | O=C(O)CSc1nnc(-c2ccc3c(c2)OCO3)o1 | -1 | 2.7 | 0.1 | -2 | 0.3 | 0 | 4 | 1.4 | -0.2 | -11 | -1 |
| 25 | C=C(C)[C@@H]1CC=C(CN2CCC(CCOC)(C(=O)OCC)CC2)CC1 | -3 | -1.1 | -0.8 | -9 | -0.1 | 3 | 3 | -0.3 | -0.7 | -3 | 1 |
| 26 | COC(=O)c1cc2c(cc1Cl)N1CCCCCC1=NS2(=O)=O | -5 | -2.4 | -1.5 | -6 | 0.3 | 4 | 1 | -0.8 | 0.1 | -3 | -6 |
| 27 | CCCCOC(=O)Nc1ccc(N2CCCCC2)cc1 | 7 | 13* | -0.2 | -3 | 3.5 | 3 | 5 | 3.7 | 1.2 | 1 | -3 |
| 28 | C=CCNc1nc(C)c(CNc2c(C)cc(C)cc2C)nc1C#N | -4 | -1.2 | -1.2 | -8 | 0.8 | 3 | 0 | -1.5 | -0.6 | -1 | -1 |
| 29 | COc1ccc(C(=S)N2CCN(C)CC2)cc1Br | -5 | -1.4 | -1.1 | 0 | -0.3 | 1 | 0 | -0.1 | -0.1 | 0 | -2 |
| 30 | CCCCN(CC(=O)NC1CCCC1)C(=O)C(=O)Nc1ccc2c(c1)OCCO2 | 2 | -0.8 | -1.1 | -1 | 0.4 | -4 | 3 | 0.9 | 1.2 | 1 | 4 |
| 31 | O=C1c2ccccc2C(=O)N1CC(=O)N1c2ccccc2Sc2ccc(C(F)(F)F)cc21 | 5 | -0.6 | -1.6 | 3 | 0.0 | 1 | 5 | -1.2 | -0.5 | 2 | 2 |
| 32 | FC(F)(F)c1ccccc1Cc1c(-c2cccc(Cl)c2)nc2c3ccccc3ccn12 | -1 | 4.8 | 1.6* | -33 | 1.6 | -7 | -21 | 8.3* | x | 8.2* | 0 |
| 33 | COC(=O)[C@@]1(C(C)C)N=C(c2cc(OC)c(OC)c(OC)c2)[C@]2(O1)C(=O)Nc1ccc(F)cc12 | -2 | -1.1 | -0.8 | -1 | -1.0 | 0 | -2 | 2.1 | x | -2 | -1 |
| 34 | CCOC(=O)[C@H]1[C@H]2COc3ccccc3[C@@H]2N2C(=O)c3cc(Br)ccc3NC(=O)[C@@]12C | 5 | -0.9 | -1.1 | 5 | 1.2 | 2 | 5 | -0.2 | -0.3 | -1 | 3 |
| 35 | CCCCCCc1nnc(N)s1 | -2 | 0.2 | -1.8 | 4 | -0.3 | 4 | 3 | -1.8 | 0.4 | -1 | 0 |
| 36 | COc1ccc(OC)c(S(=O)(=O)N2CCCCC2C(=O)N2CCCN(C)CC2)c1 (stereo unspecified) | 2 | -0.3 | -0.7 | 3 | -0.9 | -2 | 1 | -2.7 | x | 3 | 0 |
| 37 | O=C(NCc1cccs1)c1ccc(S(=O)(=O)N2CCCCC2)cc1 | 1 | -0.8 | -0.9 | 2 | 0.3 | -4 | 2 | -1.3 | 0.1 | 0 | -2 |
| 38 | Cc1ccccc1C(=O)Nc1cccc(NC(=O)c2ccc(-c3ccc(Br)cc3)o2)c1 | 0 | 2.7 | -1.4 | -1 | 0.3 | 2 | -1 | -2.5 | -0.2 | 0 | -5 |
| 39 | COc1cccc(/C=C2\N=C3CCCCCN3C2=O)c1 | -3 | 4.4 | -1.0 | -17 | 0.1 | -9 | -10 | -1.1 | 0.5 | 4 | -2 |
| 40 | Cc1ccc(CN(C)C(=O)CSc2nnc3n2CCCCC3)c(C)c1 | -5 | 4.2 | -1.7 | -3 | 1.4 | 0 | -1 | -1.6 | 0.1 | 0 | -2 |
| 41 | CC(=O)c1ccc(S(=O)(=O)N2CCN(C(=O)c3cccc(S(=O)(=O)N4CC(C)OC(C)C4)c3)CC2)cc1 (stereo unspecified) | 6 | -3.0 | -1.3 | -1 | -1.3 | -1 | 8 | -0.6 | 1.0 | -5 | 8 |
| 42 | COc1ccc(Cl)cc1-c1cc(C(=O)NCc2ccc(F)cc2)[nH]n1 | 7 | -3.6 | -0.8 | 4 | -0.4 | -4 | 2 | -0.6 | x | -1 | -3 |
| 43 | CN1CCN(NC(=O)c2cn(-c3ccccc3)nc2-c2ccc(OC(F)F)cc2)CC1 | 2 | -3.6 | -1.2 | 3 | 0.1 | -2 | 4 | -0.1 | 0.6 | 0 | -2 |
| 44 | CC(NC(=O)C1CCC(C(=O)NC(C)c2ccccc2)CC1)c1ccccc1 (stereo unspecified) | 0 | -1.6 | -1.1 | -1 | -0.2 | -7 | 1 | 0.5 | 0.3 | -2 | 1 |
| 45 | CC1(C)CC=C(NNC(=O)c2cccnc2)C(=O)C1 | -4 | -3.9 | -1.6 | -36 | 0.3 | 0 | -32 | -1.2 | -0.2 | -3 | -1 |
| 46 | COc1ccc(NC(=S)NC(=O)C2CCC2)cc1 | -3 | 2.3 | 0.0 | -5 | 2.0 | 3 | 1 | 3.4 | 0.0 | 4 | 0 |
| 47 | COc1ccc(-c2cc([C@H]3[C@H]4C=CC[C@@H](C)[C@@H]4C(=O)N3Cc3ccccc3)ccc2F)cc1OC | -1 | 2.0 | -1.4 | -4 | -0.4 | 0 | -1 | -2.0 | -1.0 | 3 | 6 |
| 48 | O=C(COc1ccccc1)N(CCc1ccccc1)c1nc(-c2ccc(F)cc2)cs1 | 2 | 0.7 | -0.1 | 4 | -0.2 | 0 | 4 | 0.2 | 0.9 | 0 | 2 |
| 49 | CCOC(=O)[C@]12CCCC3=C1N(CCC3)C(=O)[C@@H](CC(=O)N1CCCC1)C2 | 0 | -2.6 | -1.1 | -2 | 0.5 | -5 | 0 | -1.6 | x | 0 | 8 |

Screening data (PubChem BioAssay)
